N370S GC mod: inhibitors or activators of N370S glucocerebrosidase for Gaucher disease; P04062; N370S GC spleen homogenate, 4MU-glucoside fluorescence; Potency, µM (doses to about 59.4 µM), without a hit: top-dose activity change, negative = inhibition, usual class: inhibitors; 0.092% of 330,000 active;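 further: 0% = full enzyme activity and -100% = no enzyme basal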
TDP1 inh: inhibitors of human tyrosyl-DNA phosphodiesterase TDP1. Potency, µM (titrated, usually from 130 µM), for the others: top-dose activity change, negative = inhibition, hits mostly inhibitors. 0.28% of 350,000 active. recombinant TDP1, AlphaScreen DNA substrate cleavage. AID 485290. Q9NUW8; further: nearly all actives have a fitted effect of over 40% in size
Target sequence (Q9NUW8 whole entry, looked up): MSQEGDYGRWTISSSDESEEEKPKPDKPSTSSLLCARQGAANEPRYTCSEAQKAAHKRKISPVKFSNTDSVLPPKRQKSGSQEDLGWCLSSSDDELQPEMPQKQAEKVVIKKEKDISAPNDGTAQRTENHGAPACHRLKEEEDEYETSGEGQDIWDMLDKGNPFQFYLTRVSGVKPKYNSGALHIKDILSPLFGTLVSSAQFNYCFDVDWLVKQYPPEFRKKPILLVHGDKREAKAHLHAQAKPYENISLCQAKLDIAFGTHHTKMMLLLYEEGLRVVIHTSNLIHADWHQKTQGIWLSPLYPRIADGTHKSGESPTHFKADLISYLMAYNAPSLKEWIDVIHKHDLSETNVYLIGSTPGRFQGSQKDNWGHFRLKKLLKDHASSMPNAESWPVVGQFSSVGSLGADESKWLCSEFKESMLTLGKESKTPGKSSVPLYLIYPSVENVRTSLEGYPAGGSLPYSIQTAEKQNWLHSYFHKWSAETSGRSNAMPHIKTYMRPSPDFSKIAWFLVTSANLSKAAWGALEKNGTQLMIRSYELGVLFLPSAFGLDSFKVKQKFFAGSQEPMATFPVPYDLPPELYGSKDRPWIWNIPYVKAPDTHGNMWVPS
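Recombinant human Tdp1 (E. coli-expressed, 1 nM final) preincubated with compounds 15 min at room temperature, then 5'-biotin/3'-phosphotyrosine-FITC DNA substrate (15 nM final) added for 5 min. AlphaScreen beads (10 ug/ml final) added 10 min; cleavage lowers signal.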
TDP1 cell noCPT: qHTS for Inhibitors of human tyrosyl-DNA phosphodiesterase 1 (TDP1): qHTS in cells in absence of CPT. 15% of 420,000 active. DT40 Tdp1-/- hTDP1 cells, no CPT, ATP luminescence, 48 h. Potency, µM (series often up to 46.2 µM), without a hit: at the highest dose activity change, negative = growth inhibition, usual class: inhibitors; further: nearly all actives have a fitted effect of over 55% in size
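Readout: luminescence from CellTiter-Glo after 30 min in the dark at RT. Cells: DT40 Tdp1-/- with stable hTDP1, 400/well. Exposure: compounds alone, ≥48 hr, 37 °C.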
The depositor's hits bear a star; ? = inconclusive; / = no result given; & = joins results of further samples; [ ] = dose if it differs, or a comment. The call rests on the fitted dose curve; in most records, active means well fitted curve in the direction sought with a large enough effect; inconclusive means small, poorly fitted or top-dose-only effect, or another doubt; inactive means no such curve, though single readings can be large; an effect the other way counts as inactive or inconclusive. Unless noted, on the % scale 0 is the no-effect control and ±100 the full control effect; potency means the concentration at half of the fitted maximal effect. The list is partial (hit frequency here may not be typical).

canonical_smiles,N370S GC mod,TDP1 inh,TDP1 cell noCPT
O=C1CN(C(=O)c2ccc(Br)o2)C(c2ccccc2)c2cc(Cl)ccc2N1 (stereo not drawn),8%,9%,?
COc1ccc(C)cc1NC(=O)C(NS(=O)(=O)c1cccs1)c1ccccc1 (stereo not drawn),/,5%,?
FC(F)(F)c1ccc(-n2cnc3ccccc32)nc1,6%,4%,6%
Nc1nc(C2CC(=O)OC23CCCCC3)cs1 (stereo not drawn),22%,1%,9%
CCN(CC)c1nc2c(c(=O)[nH]c(=O)n2C)n1CCOc1ccccc1,5%,/,-25%
Clc1ccc2oc3c(Cl)ncnc3c2c1,0%,1%,6.5µM*
N#C/C(=C\c1ccc(O)c(O)c1)S(=O)(=O)c1ccccc1,-17%,10%,-20%
COc1cc(CNCCSc2nnnn2C)cc(Br)c1OCc1ccc(F)cc1,?,5%,26µM*
CCOC(=O)C1=C(C)N(C[C@@H]2CC[C@@H](Cc3ccc4cc(OC)ccc4c3)O2)C(=O)NC1c1ccc(OC)cc1 (stereo partly drawn),/,0%[56.1 µM],?
CCCCCC(=O)Nc1cccc(C2=NOC3(C2)C[C@@H](C(N)=O)N(C(=O)Cc2ccc([N+](=O)[O-])cc2)C3)c1 (stereo partly drawn),1%,6%,?
CN(C)CCCCCN(C)Cc1cc2ccccc2o1,-1%,-2%,?
COc1ccc(C(=O)NCc2nnc(SCC(=O)Nc3cccc(F)c3)o2)cc1,2%,0%,2%
Cc1nc(-c2ccc(S(=O)(=O)Nc3cc(Cl)ccc3C)cc2)co1,/,10%,?
Cc1cc(C(=O)CS(=O)(=O)c2ccc(Cl)cc2)cc(C)c1O,-27%,/,?
COC(=O)c1ccccc1NC(=O)CSc1nnnn1C,1%,0%,1%
CCOC(=O)c1ccc2cccc(C)n2c1=O,5%,1%,?
Cc1ccc(S(=O)(=O)N2CCN(c3nc4ccccc4nc3-n3nc(C)cc3C)CC2)cc1,?,0%,?
CCc1cccc(CC)c1NC(=O)C1CSC2(C)CCC(=O)N12 (stereo not drawn),-6%,/,11%
Cc1ccc(SCC(=O)NCc2ccco2)cc1,2%,3%,-13%
CCOC(=O)c1c(NC(=O)C[n+]2ccc(N(C)C)cc2)sc(C)c1C,2%,2%,?
O=C(COC(=O)Cc1c[nH]c2ccccc12)Nc1c(Cl)cccc1C(F)(F)F,-4%,/,-5%
Brc1cccc(OCCOCCn2ccnc2)c1,/,2%,-9%
CCOC(=O)N1CCC(N(C(=O)Nc2ccccc2)C(C)CC)CC1 (stereo not drawn),-8%,5%,?
COc1cc(NC(=O)COC(=O)CCOc2ccc(C)cc2)cc(OC)c1,-13%,-4%[56.1 µM],3%
CC(NS(=O)(=O)c1ccc(Br)s1)c1ccccc1 (stereo not drawn),-3%,/,?

The listing continues:
canonical_smiles,N370S GC mod,TDP1 inh,TDP1 cell noCPT
COc1cc(C(=O)Nc2ccc(NC(=O)c3cccc(Cl)c3)nc2)cc(OC)c1OC,-21%,3%,8.2µM*
CCOCCCNC(=O)C(c1ccc(C)cc1)N(Cc1cccs1)C(=O)c1ccccn1 (stereo not drawn),-6%,0%,-28%
CC1=C(C(=O)OC2CCCC2)C(c2cccc(Cl)c2Cl)CC(=O)N1 (stereo not drawn),/,2%,23µM*
CCOC(=O)N1CCN(S(=O)(=O)c2ccc(C(=O)N(CCN(C)C)c3nc4ccc(CC)cc4s3)cc2)CC1,-8%,9%,-5%
Cc1ccc(Nc2nc(N)nc(CN3CCN(Cc4ccccc4)CC3)n2)cc1Cl,?,7%,16µM*
Cc1cc(C)c2c(n1)nn1c(-n3ccnc3)cc(C)nc21,25%,6%,?
CC(=O)Nc1ccc(Nc2nc(Nc3ccc(Cl)cc3)nc(N3CCOCC3)n2)cc1,/,1%,0.79µM*
O=C(O)c1cc(S(=O)(=O)Nc2ccc3oc(=O)sc3c2)ccc1O,4%,-12%,-3%
COc1ccc(-c2nn(-c3ccccc3)cc2/C=C2/SC(=S)N(Cc3ccco3)C2=O)c(C)c1,6%,4%,-12%
O=[N+]([O-])c1cccc(-c2ccc(C(=S)N3CCOCC3)o2)c1,18%,6%,?
COc1cc2cc(CCCOC(=O)c3ccc(Br)cc3)oc(=O)c2cc1OC,/,1%,-15%
CCCCCCC(=O)OC1CC(C)(C)NC(C)(C)C1,-1%&0%,4%&3%,/
CCCc1[nH][nH]c(=O)c1C(c1cccc(Cl)c1)C(C#N)C#N (stereo not drawn),-15%,8%,?
Cn1/c(=N\NC(=O)C2CCCCC2)sc2ccccc21,-11%,6%,8%
COc1ccc(C2CC(=O)Oc3cc4c(cc32)OCO4)cc1 (stereo not drawn),28%[89.1 µM],-8%[56.1 µM],-10%
CN(C)C(CNC(=O)c1cccc(NS(=O)(=O)c2ccc(Br)cc2)c1)c1ccco1 (stereo not drawn),-4%,/,?
O=C(NNS(=O)(=O)c1ccc2ccccc2c1)c1cccs1,-3%,-2%,-11%
CS(=O)(=O)N(CC(=O)Nc1ccc(S(=O)(=O)N2CCOCC2)cc1)c1ccccc1Br,-3%,2%,?
COc1ccc(OCc2cc(C(=O)NC(C)c3cnn(C)c3)no2)c(Cl)c1 (stereo not drawn),3%,2%,17%
O=S(=O)(Nc1cnc2ccccc2c1)N1CCCCCC1,16%,7%,13µM*
COc1cccc(N2CCN(C(=O)Cn3ncc4c(=O)oc5ccccc5c43)CC2)c1,/,4%,18µM*
Cc1onc(-c2c(F)cccc2Cl)c1C(=O)NC(=S)NC1CCSC1=O (stereo not drawn),-7%,-4%,11%
COc1cnn(Cc2ccccc2)c(=O)c1SCc1ccccc1,5%,0%,?
CCOC(=O)c1nnn(-c2nonc2OC)c1-c1ccccc1,8%,7%,?
COc1ccc(CN2CCN(C(=O)c3ccc(S(=O)(=O)NCc4ccco4)cc3)CC2)cc1F,1%,-11%,?

Another view of 6 compounds above.
Order of results – N370S GC mod	TDP1 inh	TDP1 cell noCPT
- COc1cc2cc(CCCOC(=O)c3ccc(Br)cc3)oc(=O)c2cc1OC
→ /	1%	-15%
- CCCCCCC(=O)OC1CC(C)(C)NC(C)(C)C1
→ -1%&0%	4%&3%	/
- CCCc1[nH][nH]c(=O)c1C(c1cccc(Cl)c1)C(C#N)C#N (stereo not drawn)
→ -15%	8%	?
- Cn1/c(=N\NC(=O)C2CCCCC2)sc2ccccc21
→ -11%	6%	8%
- COc1ccc(C2CC(=O)Oc3cc4c(cc32)OCO4)cc1 (stereo not drawn)
→ 28%[89.1 µM]	-8%[56.1 µM]	-10%
- CN(C)C(CNC(=O)c1cccc(NS(=O)(=O)c2ccc(Br)cc2)c1)c1ccco1 (stereo not drawn)
→ -4%	/	?

More entries follow:
canonical_smiles,N370S GC mod,TDP1 inh,TDP1 cell noCPT
Cc1cc(C=O)c(C)n1-c1ccc(N2CCCC2)c([N+](=O)[O-])c1,11%,6%,26µM*
CC1(C)C2CCC1(CS(=O)(=O)NCc1ccc(Cl)cc1Cl)C(=O)C2 (stereo not drawn),22%,4%,-23%
CC(=O)N1CCN(C(=O)c2cc(S(=O)(=O)NCc3ccccc3)ccc2C)CC1,-10%,3%,-3%
O=C(NC(=S)NC(CO)c1ccccc1)c1ccc(F)cc1 (stereo not drawn),-9%,/,31%[activator]
CCN(CC)CCn1c2c(c(SCC(=O)Nc3nc4ccccc4s3)nc1=O)CCC2,0%,1%,?
COc1ccc(NC(=O)C(=O)c2cn(CC(=O)N3CCCC3)c3ccccc23)c(OC)c1,-7%,3%,3%
CNC(=O)c1c(NC(=O)c2ccc(S(=O)(=O)N3CCCCC3C)cc2)sc2c1CCN(C)C2 (stereo not drawn),-14%,5%,?
COc1ccc(C(=O)n2nc(-c3ccco3)nc2N)cc1,1%,0%[56.1 µM],-9%
CC1CCCCN1C(=O)CSc1nc(N)cc(=O)[nH]1 (stereo not drawn),4%,0%,-9%
CCOc1ccc(S(=O)(=O)Nc2ccc3c(c2)CCCN3C(=O)c2cccs2)cc1,/,6%,-100%
CC(C)Oc1ccc(CNCCC2(C(C)C)CCOC(C)(C)C2)cc1 (stereo not drawn),-1%,-2%,?
O=C(Nc1nnc(-c2ccc(Cl)s2)o1)C1CC1,-1%,-3%,?
COc1ccc(/C=C2\SC(=O)N(CCn3cnnn3)C2=O)cc1,-4%,3%,-9%
O=C(CCc1cccc(Cl)c1)N1CCCC(Nc2ccccc2)C1 (stereo not drawn),1%,5%,?
CCOc1cc(C2NC(=O)N(C)C(C)=C2C(=O)OC)cc(Br)c1O (stereo not drawn),-12%,7%,-1%
O=P(O)(c1ccccc1)c1ccccc1O,-2%,0%,-11%
CCn1cc(C(=O)NCc2ccc3c(c2)OCO3)c(=O)c2cc(S(=O)(=O)N3CCOCC3)ccc21,-15%,2%,-17%
COC(=O)Cn1cc(C(=O)OC)cc(Br)c1=O,4%,0%,0%
CCc1c(C)sc(NC(=S)N2CCN(S(C)(=O)=O)CC2)c1C(=O)OC,5%,-1%,-14%
CN1CCCC(OC(=O)c2cccc(Br)c2)C1 (stereo not drawn),0%,/,-4%
CCc1cc2c(=O)c(-c3nc(C)cs3)c(CCCC(=O)O)oc2cc1O,-4%,0%,?
COc1cccc(CNC(=O)c2nnn(CC(=O)Nc3cccc(C)c3)c2N)c1,2%,-16%,16%
CC1=NN(C(=O)CSCc2ccccc2)C(O)(c2ccc(F)cc2)C1 (stereo not drawn),2%,8%,-25%
Fc1ccc(F)c(NC(=S)NCCc2ccccc2)c1,4%,2%,16µM*
Cc1ccccc1Nc1c(-c2cc(Br)ccc2F)nc2ccccn12,/,-2%,-27%

(more compounds)
canonical_smiles,N370S GC mod,TDP1 inh,TDP1 cell noCPT
N/C(=N\OC(=O)CCCOc1ccccc1)c1ccncc1,3%,5%,-24%
COc1ccc(S(=O)(=O)NC2(C(F)(F)F)NC(=O)N(CCc3ccc(OC)c(OC)c3)C2=O)cc1 (stereo not drawn),0%,2%,?
O=C1C2C(c3ccccc3)CC=CC2C(c2ccc3ccccc3c2)N1Cc1ccccc1 (stereo not drawn),-2%,9%,/
CCN1C(=O)[C@H]2[C@H]3[C@H](O)[C@H](O)C/C(=N/OC/C=C(\C)CCC=C(C)C)[C@H]3CC[C@@H]2C1=O,-7%[12.8 µM],8%[21 µM],/
Cc1ccc(C(=O)NNC(=O)CSc2n[nH]c(-c3cccnc3)n2)cc1,-2%,1%,?
COc1ccc(CC(=O)N2CC(=O)N(CCc3ccccc3)C(=O)C2)cc1,-18%,7%,-9%
CCOC(=O)c1[nH]c(C)c(C(=O)Nc2cc(OC)ccc2OC)c1C,-7%,8%,0.56µM*
CCCc1cc(=O)oc2c(CN3CCOCC3)c(O)ccc12,12%[12.8 µM],4%,?
CSCC[C@H](N)C(=O)N1CCC(C(=O)N[C@@H](Cc2c[nH]c3ccccc23)C(=O)O)CC1,-5%,/,15%
COc1ccc(NC(=O)c2ccc(Br)o2)cc1,-2%[89.1 µM],5%&-5%,?
COc1ccc(-n2c(Cc3cccn3C)nnc2SCC(=O)Nc2nc(C)cs2)cc1,11%,3%,-19%
CCCNC(=O)Cn1nc(-c2ccc(C)cc2)c2cnc3ccc(CC)cc3c21,/,1%,-8%
C/C(=N\NC(=O)c1cc(C)oc1C)c1ccc2ccccc2c1,-11%,4%,?
COc1ccc2no[n+]([O-])c2c1,-5%,7%,/
CC1=C/C(=N\NC(=O)c2ccccc2)CC1,5%,8%,1%
c1ccc(-c2nc(NCc3cccnc3)c3ccccc3n2)cc1,?,3%,-16%
Cc1cc(NC(=O)c2ccco2)c(=O)n(Cc2cccc(C(F)(F)F)c2)c1,2%,10%,-19%
Cc1ccc(C)c(S(=O)(=O)N2CCCC2CNC(=O)C(=O)NCc2cccs2)c1 (stereo not drawn),-6%,-3%,-28%
O=C1CCC=C1C(O)CCc1ccccc1 (stereo not drawn),19%,-1%,/
Cc1ccc(-n2nc3c(c2NC(=O)C2CC2)CS(=O)(=O)C3)cc1,-17%,2%,41%[activator]

Screens deposited in PubChem by National Center for Advancing Translational Sciences (NCATS).
